Screening results as filed in PubChem BioAssay.
NCI-60 one-dose screen, 48 h, at 10 µM unless noted. Numbers give growth in % (100 = growth as untreated, 0 = no growth, -100 = all killed).
SF-295: SF-295 CNS cancer cells. actives 5.6% (n = 79,000)
HCT-116: HCT-116 colon cancer | actives 7.3% (n = 82,000)
SF-539: SF-539 CNS cancer; actives 6.8% (n = 81,000)
SNB-75: SNB-75 CNS cancer; actives 5% (n = 79,000); AID 1794750
KM12: KM12 colon cancer cells; actives 5% (n = 82,000); AID 1794800
SF-268: SF-268 CNS cancer cells | actives 3.1% (n = 82,000)
SNB-19: SNB-19 CNS cancer cells | AID 1794751 | actives 2.5% (n = 81,000)
U251: U251 CNS tumor cells; actives 5.4% (n = 80,000)
HCC-2998: HCC-2998 colon cancer; actives 4.7% (n = 79,000); AID 1794799
The depositor's hits bear a star; [ ] = another dose, or the depositor's remark. Rule for the calls: active = growth percent below 10; inactive = the rest.

Abbreviations: A = SF-295; B = HCT-116; C = SF-539; D = SNB-75; E = KM12; F = SF-268; G = SNB-19; H = U251; I = HCC-2998
Molecule: O=C(Nc1ccc(Nc2ccccc2)cc1)Nc1ccccc1Cl
  A = 86; B = 86; C = 99; D = 99; E = 96; F = 84; G = 101; H = 95; I = 109

Molecule: Oc1ccc(-c2nc3cc4nc5ccccc5[nH]c4cc3n2)cc1
  A = 102; B = 100; C = 84; D = 98; E = 93; F = 91; G = 95; H = 95; I = 105

Molecule: CC(C)CCNC(=O)Cn1cccc(NC(=O)OCc2ccccc2)c1=O
  A = 107; B = 110; C = 115; D = 80; E = 107; F = 102; G = 103; H = 101; I = 103

Molecule: COc1ccc(-c2nc(C#N)c(NC3CCS(=O)(=O)C3)o2)cc1 (centres undefined)
  A = 107; B = 98; C = 102; D = 76; E = 99; F = 97; G = 109; H = 94; I = 113

Molecule: CSc1nc(N)c2c(n1)N(C)C=NS2(=O)=O
  A = 105; B = 102; C = 107; D = 93; E = 117; F = 107; G = 107; H = 103; I = 107

Molecule: Cc1[nH]c(C)c2ccc(=O)ccc12
  A = 80[100 µM]; B = 90[100 µM]; C = 89[100 µM]; D = 64[100 µM]; E = 83[100 µM]; F = 93[100 µM]; G = 91[100 µM]; H = 98[100 µM]; I = 88[100 µM]

Molecule: O=CNc1ccccc1-c1ccccc1
  A = 99; B = 100; C = 92; D = 83; E = 100; F = 97; G = 104; H = 94; I = 109

Molecule: CCCCCCCCSc1ncnc2c1ncn2CO
  A = 68; B = 67; C = 86; D = 75; E = 88; F = 98; G = 95; H = 75; I = 109

Molecule: CCCCC(=O)c1ccco1
  A = 101; B = 92; C = 99; D = 87; E = 106; F = 96; G = 86; H = 102; I = 94

Molecule: CN1C(=O)/C(=C/c2ccc(C(=O)Nc3ncc(Cc4cc(Cl)ccc4Cl)s3)cc2)SC1=S
  A = 66; B = 61; C = 80; D = 63; E = 50; F = 71; G = 88; H = 83; I = 83

Molecule: COc1ccc(/C=C/c2nn3c(-c4cccc(Br)c4)nnc3s2)cc1
  A = 97; B = 101; C = 98; D = 99; E = 103; F = 101; G = 92; H = 102; I = 106

Molecule: O=C1c2ccccc2C(=O)N1N1C(=O)c2ccccc2C1=O
  A = 98; B = 103; C = 99; D = 92; E = 108; F = 102; G = 107; H = 101; I = 108

Molecule: COc1cc2c(cc1OCCCN1CCN(CCCOc3cc4c(cc3OC)C(=O)N3C[C@H](F)C[C@H]3C=N4)CC1)N=C[C@@H]1C[C@@H](F)CN1C2=O
  A = 14; B = 8.4*; C = -68*; D = -72*; E = -20*; F = 9.5*; G = 18; H = 8.4*; I = -13*

Molecule: CC(C(=O)OC1CC(C)(C)N([O])C(C)(C)C1)c1cccc(C(=O)c2ccccc2)c1 (centres undefined)
  A = 95; B = 80; C = 95; D = 88; E = 104; F = 86; G = 90; H = 102; I = 103

Molecule: C#CCOc1ccc(CNC(=O)/C=C/C=C/c2ccc3c(c2)OCO3)cc1OC
  A = 97; B = 101; C = 99; D = 70; E = 106; F = 99; G = 92; H = 100; I = 102

Arranged by SMILES length (lowest first): some entries from above.
Abbreviations: A = SF-295; B = HCT-116; C = SF-539; D = SNB-75; E = KM12; F = SF-268; G = SNB-19; H = U251; I = HCC-2998
Molecule: CCCCC(=O)c1ccco1
  A = 101; B = 92; C = 99; D = 87; E = 106; F = 96; G = 86; H = 102; I = 94

Molecule: CCCCCCCCSc1ncnc2c1ncn2CO
  A = 68; B = 67; C = 86; D = 75; E = 88; F = 98; G = 95; H = 75; I = 109

Molecule: Cc1[nH]c(C)c2ccc(=O)ccc12
  A = 80[100 µM]; B = 90[100 µM]; C = 89[100 µM]; D = 64[100 µM]; E = 83[100 µM]; F = 93[100 µM]; G = 91[100 µM]; H = 98[100 µM]; I = 88[100 µM]

Molecule: O=C1c2ccccc2C(=O)N1N1C(=O)c2ccccc2C1=O
  A = 98; B = 103; C = 99; D = 92; E = 108; F = 102; G = 107; H = 101; I = 108

An unsorted share of the library; any-hit rate near 11%.
